Screening data as filed in PubChem BioAssay.
FBPA coupling cs – counter-screen for Giardia aldolase inhibitors: coupling enzyme system | coupling enzyme system counterscreen, AmpLite Red fluorescence | activity change, negative = inhibition, % at 58.2 µM, hits read low | 290,000 tested, 0.67% active | AID 2472; in the data active means activity change below about -30%; further: on the % scale 0 is the no-effect control and ±100 the full control effect
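Activity here indicates interference with the coupling reaction, not aldolase inhibition. Compounds at 57.5 uM final met coupling enzymes for 10 min at RT; substrate and AmpLite Red detection followed, with a 525/598 nm fluorescence read after 20 min.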
Menin MLL FP TR – inhibitors of human menin-MLL interaction, mutant MLL peptide; O00255; Menin + Texas Red MLL mutant peptide, fluorescence polarization; Potency, µM (highest dose often 61.6 µM), for inactives: top-dose FP activity change, negative = inhibition, actives largely listed as inhibitors; 270,000 tested, 0.23% active; AID 1768; active means well fitted inhibition curve with a large enough effect in the polarisation, with a control signal flat, not every such curve was filed as active; inconclusive means small, poorly fitted or top-dose-only effect, or effect the other way, or a change in a side signal; inactive means no such curve, though single readings can be large or run the other way; the % refers to the polarisation; further: potency means the concentration at half of the fitted maximal effect; % of control where 0% means no effect; many of its hits are not listed in these tables
B2AR arrestin – agonists driving beta-arrestin recruitment to human beta2-adrenergic receptor; 330,000 tested, 0.02% active; AID 492947; P07550; beta-arrestin recruitment to beta2AR, cell-based reporter; Potency, µM (titrated, usually from 46.1 µM), without a hit: at the top dose activation, most hits filed as activators;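 further: potency means the concentration at half of the fitted maximal effect; 0% = DMSO controls and full agonism = EC100 isoproterenol or metaproterenol; nearly all actives have a fitted effect of over 65% in size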
USP2a inh – USP2a (human) protease inhibition. Potency, µM (highest dose often 38.3 µM), for the others: at the top dose activity change, negative = inhibition, actives largely listed as inhibitors. O75604. AID 463254. USP2 core, Ub-CHOP2 coupled fluorogenic reporter, 485/531. 330,000 tested, 0.01% active;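 further: potency means the concentration at half of the fitted maximal effect; plate controls were DMSO wells for no effect and full inhibition by NEM control for full effect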
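USP2 core (10nM final) preincubated 30min RT with compound in 20mM Tris-HCl pH 8.0, 2mM CaCl2, 2mM beta-mercaptoethanol, 0.05% CHAPS; 25nM Ub-CHOP2 plus 25nM reporter substrate added, fluorescence (Ex485/Em531) read after 60min.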
GALK inh – blocks human galactokinase activity. P51570. Purified GALK, Kinase-Glo residual ATP luminescence. Potency, µM (top dose mostly 57.5 µM), for the others: top-dose activity change, negative = inhibition, most hits filed as inhibitors. 270,000 tested, 0.007% active. AID 1868; further: potency means the concentration at half of the fitted maximal effect; on the % scale 0 is the no-effect control and ±100 the full control effect
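Compounds were pin-transferred into ATP buffer (35 uM final), then GALK plus galactose (5 nM, 100 uM final) was added. After 1 h at room temperature, Kinase-Glo Plus was added and luminescence read after 10 min.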
MLL CXXC-DNA inh – MLL CXXC-DNA interaction inhibition; Q03164; MLL-CXXC / FITC-HOXA9 DNA fluorescence polarization; Potency, µM (doses to about 115 µM), without a hit: top-dose activity change, negative = inhibition, hits mostly inhibitors; 290,000 tested, 0.037% active; active means well fitted inhibition curve with a large enough effect in the polarisation, with a control signal flat, not every such curve was filed as active; inconclusive means small, poorly fitted or top-dose-only effect, or effect the other way, or a change in a side signal; inactive means no such curve, though single readings can be large or run the other way; the % refers to the polarisation; further: potency means the concentration at half of the fitted maximal effect
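Fluorescence polarization: 7 uM MLL-CXXC (stock) preincubated 5 min with compounds, then 50 nM fluorescein-HOX-A9 DNA (stock) added; 30 min ambient. Buffer 50 mM Tris-HCl pH 7.5, 50 mM NaCl, 1 mM DTT, 0.05% BSA.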
hERG WT inh – blocks the wildtype human KCNH2 potassium channel; U2OS, BacMam KCNH2, thallium flux FluxOr; hits give low values; activity change, % at 1.84 µM; Q12809; 340,000 tested, 0.37% active;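 active means maximum activity change below -70%; inconclusive means maximum activity change between -70% and -50%; inactive means maximum activity change above -50%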; further: on the % scale 0 is the no-effect control and ±100 the full control effect
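U2OS cells were transduced with wild-type KCNH2 virus (2.03 x 10^8 / mL) for 4 h at room temperature, then cultured overnight at 37 C. Thallium flux was read with FluxOr dye. Rate constants were normalized to DMSO controls.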
KCNH2 3.1 block – inhibitors of human KCNH2 3.1 potassium channel isoform | AID 720553 | U2OS KCNH2 3.1, thallium flux FluxOr; hits give low values | 340,000 tested, 0.95% active | activity change, % (tested at about 1.8 µM);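 active means maximum activity change below -70%; inconclusive means maximum activity change from -70% to -50%; inactive means maximum activity change above -50%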;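 further: thallium influx rate constant from kinetic fluorescence after stimulation buffer; on the % scale 0 is the no-effect control and ±100 the full control effect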
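U2OS cells transduced with KCNH2 3.1 mutant virus (1.77 x 10^8 /mL, 4 h), plated overnight at 37 C, loaded 45 min with FluxOr dye plus Red40 quencher. Thallium flux rate constant from kinetic reads after stimulation buffer, normalised to controls.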
PKM2 activator – activators of human pyruvate kinase M2. Potency, µM (doses to about 57.5 µM), for the others: at the highest dose activation, most hits filed as activators. purified PKM2, Kinase-Glo ATP luminescence, activation; response scale: 0% is enzyme alone, no compound. AID 1631. P14618. 260,000 tested, 0.34% active; further: potency means the concentration at half of the fitted maximal effect; on the % scale 0 is the no-effect control and ±100 the full control effect; nearly all actives have a fitted effect of over 55% in size
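Purified hPK-M2 (>95% pure) converted ADP (0.1 mM final) to ATP with 0.5 mM PEP in 50 mM imidazole pH7.2, KCl, MgCl2, Tween 20, BSA; 1 h at room temperature. ATP detected by Kinase-Glo luminescence.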
TRPV1 agonist – activates the human vanilloid receptor TRPV1 | Q8NER1 | TRPV1-expressing cells, Fluo-8 calcium influx, agonist mode | activation, % at 8.33 µM | 320,000 tested, 0.19% active; in the data active means activation above about 80%; inconclusive means between about 30% and that limit; further: 0% is about no effect
Target sequence (Q8NER1 whole entry, looked up): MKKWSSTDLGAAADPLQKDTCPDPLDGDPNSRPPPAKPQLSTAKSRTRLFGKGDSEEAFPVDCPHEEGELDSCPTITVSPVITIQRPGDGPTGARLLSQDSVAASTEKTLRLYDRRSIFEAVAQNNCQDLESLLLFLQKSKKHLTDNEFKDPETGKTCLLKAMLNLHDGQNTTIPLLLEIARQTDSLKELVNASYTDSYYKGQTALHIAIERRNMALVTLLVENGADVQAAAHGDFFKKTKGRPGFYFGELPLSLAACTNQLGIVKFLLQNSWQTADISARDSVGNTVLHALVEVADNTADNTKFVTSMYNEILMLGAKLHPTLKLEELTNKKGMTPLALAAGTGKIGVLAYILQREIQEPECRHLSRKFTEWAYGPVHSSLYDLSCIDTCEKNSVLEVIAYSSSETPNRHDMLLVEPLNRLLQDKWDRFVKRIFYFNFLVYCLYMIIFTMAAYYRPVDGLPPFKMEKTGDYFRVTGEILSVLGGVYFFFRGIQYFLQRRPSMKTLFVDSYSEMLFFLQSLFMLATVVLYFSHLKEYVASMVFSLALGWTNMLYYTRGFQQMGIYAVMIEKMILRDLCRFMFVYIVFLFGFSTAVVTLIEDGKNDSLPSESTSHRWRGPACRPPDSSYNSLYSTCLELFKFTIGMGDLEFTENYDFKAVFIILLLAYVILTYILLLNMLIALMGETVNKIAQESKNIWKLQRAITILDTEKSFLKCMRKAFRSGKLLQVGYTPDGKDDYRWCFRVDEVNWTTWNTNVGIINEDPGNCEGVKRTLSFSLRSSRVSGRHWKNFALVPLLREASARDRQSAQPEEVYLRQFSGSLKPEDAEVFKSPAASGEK
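TRPV1-expressing cells were cultured overnight at 35.5C and loaded with Fluo-8 calcium dye for 40 to 90 min at room temperature. After a 10 s baseline, compound was added and calcium influx was read kinetically for 3 min (ex 480/em 520 nm).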
Giardia kill – kills Giardia lamblia; Giardia lamblia trophozoite viability; activity change, % at 7.66 µM, hits read low; 340,000 tested, 0.15% active; AID 540267; in the data active means activity change below about -80%; inconclusive means between about -30% and that limit;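 further: parasites exposed to compound for two days anaerobically before the ATP read; on the % scale 0 is the no-effect control and ±100 the full control effect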
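Giardia trophozoites, 100 cells per well, were exposed to compounds for 48 hrs at 37 deg C under anaerobic conditions; viability was then read as ATP content by bioluminescence after 15-30 min at room temperature.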
Active calls of the source: *; u = inconclusive; x = no result given; [ ] = remark or other dose. Unless noted, the call rests on the fitted dose curve; in most records, active means well fitted curve in the direction sought with a large enough effect; inconclusive means small, poorly fitted or top-dose-only effect, or another doubt; inactive means no such curve, though single readings can be large; an effect the other way counts as inactive or inconclusive.

SMILES | FBPA coupling cs | Menin MLL FP TR | B2AR arrestin | USP2a inh | GALK inh | MLL CXXC-DNA inh | hERG WT inh | KCNH2 3.1 block | PKM2 activator | TRPV1 agonist | Giardia kill
CCOc1nc2cnccc2n(CC(=O)Nc2ccccc2C(=O)OC)c1=O | x | x | 0.5% | -3% | -4% | 11% | -5 | 31 | x | 0 | 4
CC(C)(C)OC(=O)CNC(=O)c1[nH]cnc1C(=O)NCC(=O)OCc1ccccc1 | 1 | 0% | -0.6% | 0% | x | 3% | -6 | 33 | -3% | 4 | 26
Cc1cccc(OCC(O)CN2CCN(c3ccccn3)CC2)c1C (stereo not given) | 3 | -9% | 0.3% | 0% | 1% | 19% | 42 | -1 | 2% | 2 | 7
COc1ccccc1NS(=O)(=O)c1ccc(C)c(NC(=O)c2c(C)noc2C)c1 | x | x | 0.0% | 0% | x | x | -8 | -10 | x | 1 | -9
Cc1cc(C)c(S(=O)(=O)N2CCN(S(=O)(=O)N3CCOCC3)CC2)c(C)c1 | 2 | 0% | 0.3% | 1% | 1% | 2% | -10 | 0 | 3% | 4 | -7
COc1cc(OC)cc(-c2nc3cc(C)ccc3o2)c1 | 3 | 0% | -0.2% | 2% | 1% | 2% | -9 | -2 | -4% | -4 | -15
O=C(Cc1csc(N2CCOCC2)n1)N/N=C/c1ccccc1C(=O)O | 2 | x | -0.3% | -1% | -1% | 8% | 1 | 4 | -4% | 0 | -8
COC(=O)C1CCN(C(=O)c2sc3nc(-c4ccccc4)cn3c2C)CC1 | 0 | 9% | 0.4% | 5% | 1% | 5% | 0 | x | 5% | -3 | -18
O=C(Nc1ccc(F)cc1)N1CCN(C/C=C/c2ccccc2)CC1 | 3 | 5% | 0.1% | -1% | 1% | -7% | 40 | -11 | -9% | 23 | 6
CCSc1nnc2ccc(-c3cccs3)nn12 | 2 | -6% | 0.3% | 0% | 5% | 4% | 5 | -3 | 4% | 7 | 11
Cc1nc2ccccc2c2nc3ccccc3n12 | 3 | 5% | -0.4% | 0% | 1% | 2% | 2 | -12 | -5% | u | -8
Cc1ccc(OCCCCN2CCCCC2)c(Br)c1 | 0 | 1% | 0.2% | -1% | 4% | 5% | 11 | u | 1% | -2 | 37[activator]
Cc1cc(C(=O)OCC(=O)N2CCCC2)c2ccccc2n1 | 2 | -8% | -0.3% | 0% | 2% | -2% | -14 | 6 | -12% | -4 | 8
CCc1ccccc1NC1=NCC(=O)N1C1CCCC1 | 1 | 8% | -0.1% | 0% | -1% | 8% | -2 | -26 | -11% | 6 | -5
Cc1cc(Cl)c(OCCCCNC(C)(C)C)c(Br)c1 | 3 | -3% | -0.1% | 1% | -1% | 6% | x | x | -7% | -2 | x
CCCC(=O)Nc1nc2nc(C)cc(=O)n2[nH]1 | -3 | x | 0.0% | 1% | -1% | -9% | 0 | -1 | 13% | -2 | 0
CC(C(=O)OCC(=O)c1ccc([N+](=O)[O-])cc1)N1C(=O)C2C3C=CC(C3)C2C1=O (stereo not given) | 2 | -1% | -0.4% | 3% | 5% | 4% | 9 | -5 | 2% | -4 | -6
Cc1ccc(OCC(=O)Nc2cccc3nsnc23)c(C)c1 | 3 | x | 0.1% | 1% | -3% | 0% | -1 | -5 | -4% | 18 | 2
Cc1ccc(NC(=S)NNC(C)(C)C)cc1 | 2 | x | 8.9µM* | -1% | -1% | 14% | -3 | 2 | 3% | 25 | 8
CC(C)c1ccc(/C=N/NC(=O)c2c(Cl)cnn2C)cc1 | 4 | 2% | -0.9% | 5% | 3% | 4% | 68 | -17 | -3% | u | 7
Cc1cc2c(ncn2Cc2ccccc2)c([N+](=O)[O-])c1C | -5 | u | -0.6% | 0% | -1% | 6% | 6 | -19 | 2% | -4 | 7
CC(C)COP(=O)(OCC(C)C)C(O)c1ccc(N(C)C)cc1 (stereo not given) | 0 | x | 0.6% | -1% | -2% | -13% | -4 | 0 | -10% | 12 | 2
CCOC(=O)C1CCN(C(=O)CCNC(=O)Cn2cnc3ccccc3c2=O)CC1 | -2 | -6% | 0.0% | -1% | -2% | 3% | -1 | 6 | -10% | 2 | 5
Cc1cc(C)n(Cc2cccc(C(=O)N/N=C/c3ccncc3)c2)n1 | x | x | 4.2% | 3% | 3% | 7% | -12 | 13 | -9% | 3 | -14

Single records (already shown). Screens in order: FBPA coupling cs, Menin MLL FP TR, B2AR arrestin, USP2a inh, GALK inh, MLL CXXC-DNA inh, hERG WT inh, KCNH2 3.1 block, PKM2 activator, TRPV1 agonist, Giardia kill
Cc1cc(Cl)c(OCCCCNC(C)(C)C)c(Br)c1 is listed as 3, -3%, -0.1%, 1%, -1%, 6%, x, x, -7%, -2, x
Cc1cc2c(ncn2Cc2ccccc2)c([N+](=O)[O-])c1C is listed as -5, u, -0.6%, 0%, -1%, 6%, 6, -19, 2%, -4, 7
Cc1ccc(NC(=S)NNC(C)(C)C)cc1 is listed as 2, x, 8.9µM*, -1%, -1%, 14%, -3, 2, 3%, 25, 8
CCc1ccccc1NC1=NCC(=O)N1C1CCCC1 is listed as 1, 8%, -0.1%, 0%, -1%, 8%, -2, -26, -11%, 6, -5
CCCC(=O)Nc1nc2nc(C)cc(=O)n2[nH]1 is listed as -3, x, 0.0%, 1%, -1%, -9%, 0, -1, 13%, -2, 0

The list goes on:
SMILES | FBPA coupling cs | Menin MLL FP TR | B2AR arrestin | USP2a inh | GALK inh | MLL CXXC-DNA inh | hERG WT inh | KCNH2 3.1 block | PKM2 activator | TRPV1 agonist | Giardia kill
Cc1cccc(C(=O)O)c1NC(=O)c1ccc(F)cc1 | 0 | -7% | -0.1% | 0% | 0% | 0% | -194* | 0 | -11% | 2 | -5
CC1CN(Cc2ccccc2)c2nc3c(c(=O)n(C)c(=O)n3C)n2C1 (stereo not given) | 5 | 9% | 0.0% | 1% | 0% | 7% | -3 | 1 | -2% | 1 | 9
Cc1cnc(NC(=O)C2CCCO2)s1 (stereo not given) | 2 | -1% | -0.3% | -1% | -5% | -3% | 20 | 4 | -2% | -4 | 7
CCOc1ccccc1N(C(=O)c1snc(C(N)=O)c1N)C(C(=O)NCc1ccccc1)c1ccc(O)cc1 (stereo not given) | 1 | 20% | -1.0% | -1% | -3% | 5% | 2 | -5 | 1% | 3 | -13

A few values from the entries so far.
Cc1cnc(NC(=O)C2CCCO2)s1 (stereo not given) in GALK inh → -5%
CCOc1ccccc1N(C(=O)c1snc(C(N)=O)c1N)C(C(=O)NCc1ccccc1)c1ccc(O)cc1 (stereo not given) in hERG WT inh → 2

Not all compounds are listed; count on the stated rates, not on these rows.
